L3MBTL1 inh = qHTS Assay for the Inhibitors of L3MBTL1; AlphaScreen L3MBTL1–H3K9me1 peptide binding; Lethal(3)malignant brain tumor-like protein 1 (Homo sapiens), Q9Y468; 230,000 compounds, 0.66% hits; Potency, µM (highest dose often 57.1 µM), for the others: at the top dose activity, negative = inhibition, usual class: inhibitors; AID 485360, 2010; further: nearly all actives have a fitted effect of over 60% in size
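L3MBTL1 50 nM + b-AHA-H3(1-15)K9me1 75 nM, 30 min RT; compound added, 30 min RT; streptavidin donor/Ni-chelate acceptor beads 10 ug/mL each final, 30 min RT dark; AlphaScreen read.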
TR SRC2 fluor cs = Total Fluorescence Counterscreen for Inhibitors of the Interaction of Thyroid Hormone Receptor and Steroid Receptor Coregulator 2. TRb/SRC2 Texas Red total fluorescence interference. Potency, µM (top dose mostly 106 µM), for the others: at the highest dose fluorescence change, negative = quenching. AID 1479, 2009. 280,000 compounds, 0.29% hits; active means well fitted curve in either direction with a large enough effect; inconclusive means small, poorly fitted or top-dose-only effect
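Human TRβ ligand-binding domain (0.6 uM) and Texas Red SRC2 peptide (20 nM) in Tris buffer with 1 uM T3 and 5% DMSO were incubated with pinned compound for 5 hr at ambient temperature. Total fluorescence was computed as S + 2P (555/632 nm).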
Tau fibril FP = qHTS for Inhibitors of Tau Fibril Formation, Fluorescence Polarization. K18 P301L tau heparin fibrillization, Alexa594 FP, 6 h. Potency, µM (titrated, usually from 57.7 µM), without a hit: at the top dose activity, negative = inhibition, usual class: inhibitors. 280,000 compounds, 0.39% hits. AID 1468, 2008; further: nearly all actives have a fitted effect of over 55% in size
Target sequence (P10636 561-689 P618L limits assumed): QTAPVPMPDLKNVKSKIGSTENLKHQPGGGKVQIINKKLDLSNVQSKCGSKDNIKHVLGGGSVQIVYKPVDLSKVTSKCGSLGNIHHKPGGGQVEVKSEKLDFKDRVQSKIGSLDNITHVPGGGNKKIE
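K18 P301L tau (15 uM unlabeled/0.24 uM Alexa 594-labeled, final) + compound + heparin 20 uM final; 100 mM NaOAc pH 7; 6 hr 37 C; ThT 30 uM final added, 1 hr RT; FP ex 555/em 632 nm.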
RECQ1 helicase = qHTS Assay for Inhibitors of RecQ-Like Dna Helicase 1 (RECQ1); ATP-dependent DNA helicase Q1 (Homo sapiens), P46063; RECQ1 DNA unwinding, red fluorescence kinetic read; Potency, µM (titrated, usually from 57.3 µM), without a hit: at the top dose activity, negative = inhibition, most hits filed as inhibitors; 240,000 compounds, 0.54% hits;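 further: plate controls were vehicle for no effect and no enzyme for full effect; nearly all actives have a fitted effect of over 30% in size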
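50 nM RECQ1T1 preincubated 15 min with compound in Tris pH 8.0 buffer with MgCl2, DTT, Tween-20 and 2.5 ug/ml poly(dI-dC); started with 200 nM TAMRA/BHQ-2 forked duplex and 2 mM ATP. Unwinding read as fluorescence (525/598 nm), two reads 2 h apart.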
Tau fibril ThT = qHTS for Inhibitors of Tau Fibril Formation, Thioflavin T Binding. recombinant tau K18 P301L (four-repeat tau fragment), heparin-induced fibrillization, ThT fluorescence. Potency, µM (titrated, usually from 57.4 µM), inactives show top-dose activity, negative = inhibition, usual class: inhibitors. 270,000 compounds, 2.1% hits. Microtubule-associated protein tau (Homo sapiens), P10636; further: nearly all actives have a fitted effect of over 55% in size
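K18 P301L tau (15 uM + 0.24 uM Alexa 594-tagged), heparin 20 uM, NaOAc pH 7, 6 h 37 C; ThT 30 uM, 1 h RT, ex 450/em 510 nm.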
KDM4E inh = qHTS Assay for Inhibitors of Human Jumonji Domain Containing 2E (JMJD2E); Potency, µM (top dose mostly 57.1 µM), inactives show at the highest dose activity change, negative = inhibition, most hits filed as inhibitors; 230,000 compounds, 1.6% hits; AID 2147, 2009; Lysine-specific demethylase 4E (Homo sapiens), B2RXH2; JMJD2E catalytic domain, FDH-coupled NADH fluorescence (FDH is formaldehyde dehydrogenase); active means well fitted inhibition curve with a large enough effect, not every such curve was filed as active; inconclusive means small, poorly fitted or top-dose-only effect, or another doubt; inactive means no such curve, though single readings can be large or run the other way;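 further: 0% = wells with enzyme and -100% = buffer wells without enzyme; nearly all actives have a fitted effect of over 50% in size; many of its hits are not listed in these tables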
Target sequence (B2RXH2 1-337 limits assumed): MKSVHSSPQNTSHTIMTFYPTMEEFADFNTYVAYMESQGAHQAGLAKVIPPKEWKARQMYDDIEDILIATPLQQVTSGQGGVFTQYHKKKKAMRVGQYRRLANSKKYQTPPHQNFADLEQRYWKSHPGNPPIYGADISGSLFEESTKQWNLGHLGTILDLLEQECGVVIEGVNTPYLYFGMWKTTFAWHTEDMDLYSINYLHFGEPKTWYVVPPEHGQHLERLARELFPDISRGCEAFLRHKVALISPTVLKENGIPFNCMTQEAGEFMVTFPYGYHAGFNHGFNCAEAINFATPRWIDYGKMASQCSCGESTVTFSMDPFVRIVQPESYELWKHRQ
TRb-SRC2 inh = qHTS for Inhibitors of the Interaction of Thyroid Hormone Receptor and Steroid Receptor Coregulator 2; Thyroid hormone receptor beta (Homo sapiens), P10828; TRbeta-SRC2 peptide binding, fluorescence polarization; receptor liganded with 1 µM T3; Potency, µM (highest dose often 106 µM), inactives show top-dose activity change, negative = inhibition, actives largely listed as inhibitors; 280,000 compounds, 0.065% hits; AID 1469, 2008;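 further: plate controls were bound peptide for no effect and peptide without receptor for full effect; nearly all actives have a fitted effect of over 50% in size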
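TRb LBD 0.6 uM + Texas Red SRC2 peptide 20 nM, 1 uM T3, Tris buffer w/ 5% DMSO; compound pinned, 5 h RT; FP read ex 555/em 632; normalized to unbound and bound controls.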
RGS12 GoLoco inh = qHTS Assay for Inhibitors of RGS12 GoLoco Motif Activity (Red Fluorophore); Guanine nucleotide-binding protein G(i) subunit alpha-1 (Homo sapiens), P63096; Gai1:RGS12 GoLoco peptide FP, rhodamine, 10 min; Potency, µM (series often up to 61.6 µM), without a hit: top-dose activity, negative = inhibition, actives largely listed as inhibitors; 230,000 compounds, 0.44% hits; AID 880, 2007; active means well fitted inhibition curve with a large enough effect, not every such curve was filed as active; inactive means no such curve, though single readings can be large or run the other way; further: nearly all actives have a fitted effect of over 30% in size; many of its hits are not listed in these tables
Target sequence (P63096 whole entry, looked up): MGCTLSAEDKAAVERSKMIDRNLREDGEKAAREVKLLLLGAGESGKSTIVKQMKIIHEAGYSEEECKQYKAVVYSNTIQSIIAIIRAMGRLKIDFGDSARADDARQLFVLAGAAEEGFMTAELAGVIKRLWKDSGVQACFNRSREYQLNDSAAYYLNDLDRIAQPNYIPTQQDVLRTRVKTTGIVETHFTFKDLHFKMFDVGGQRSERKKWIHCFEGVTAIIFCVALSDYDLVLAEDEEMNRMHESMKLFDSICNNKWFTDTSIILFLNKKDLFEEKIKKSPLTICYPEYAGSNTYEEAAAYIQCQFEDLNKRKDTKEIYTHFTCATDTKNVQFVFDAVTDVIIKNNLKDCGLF
* marks the source's active call; other numbers are inactive results; i = inactive; u = inconclusive; x = not tested or not shown; & = joins results of further samples; [ ] = another dose, or the depositor's remark. Unless noted, the call rests on the fitted dose curve; in most records, active means well fitted curve in the direction sought with a large enough effect; inconclusive means small, poorly fitted or top-dose-only effect, or another doubt; inactive means no such curve, though single readings can be large; an effect the other way counts as inactive or inconclusive. Unless noted, on the % scale 0 is the no-effect control and ±100 the full control effect; potency means the concentration at half of the fitted maximal effect.

SMILES	L3MBTL1 inh	TR SRC2 fluor cs	Tau fibril FP	RECQ1 helicase	Tau fibril ThT	KDM4E inh	TRb-SRC2 inh	RGS12 GoLoco inh
O=C1c2ccccc2NC(c2cnc3ccccc3n2)N1O (centres undefined)	3%	2%	-2%	11%	u	u	-1%	17%
Cc1cccc(NC(=O)Nc2ccncc2)c1	3%	0%	-10%	i	1%	4%	-6%	8%
O=C(Nc1ccccc1C(=O)NC1CCCCC1)c1ccco1	4%	-2%	3%	-3%	-7%	u	-6%	0%
CC(=O)Nc1cccc2c1C(=O)N(c1ccccc1OC(C)=O)C2=O	-12%	-1%	0%	3%	-9%	0%	4%	8%
Cc1ccnc(NC(=S)NC(=O)c2cccs2)c1	-2%	0%	-5%	8%	u	-2%	-2%	7%
Cc1cc(OC(=O)c2ccccc2Cl)ccc1N1C(=O)CCC1=O	-1%	2%	3%	i	-2%	5%	7%	3%
CN1C(=O)CC(C(=O)Nc2ccc(F)cc2)SC1=Nc1ccc2c(c1)OCO2 (centres undefined)	-7%	-4%	4%	i	-5%	-1%	-5%	15%
Cc1nnc(N/N=C/c2cc([N+](=O)[O-])c(N3CCC(C)CC3)cc2N2CCC(C)CC2)n1N	x	-1%	-14%	-9%	18µM*	u	16%	0%
Cc1cccc(NC(=O)N2CCC(CN3CCOCC3)CC2)c1C	x	2%	0%	x	3%	x	-3%	x
O=C1NC2(CCCCC2)C(=O)N1CCS(=O)(=O)Oc1ccc(Br)cc1	x	1%	9%	0%	1%	9%	1%	5%
O=C(CSc1nnc(-c2ccccc2Cl)o1)Oc1ccc(Br)cc1	22%	-3%	15%	-2%	u	2%	2%	1%
O=C(OCCN1CCCC1=O)c1cncc(Br)c1	x	-3%	4%	i	-10%	10%	4%	2%
COC(=O)C1=C(C)Nc2c(c(=O)n(C)c(=O)n2C)C1c1ccncc1 (centres undefined)	-1%	0%	0%	1%	6%	u	-2%	-44%
C(=N\N1CCN(Cc2ccccc2)CC1)/c1cccnc1	-14%	0%	-6%	-7%	-9%	0%	0%	-6%
Cn1ccnc1C(=O)c1cc(=O)c2ccccc2o1	3%	-1%	4%	-4%	-1%	6%	-5%	-1%
O=C(CSc1nc2ccccc2c(=O)n1-c1ccccc1)NC(=O)CN1CCCC1=O	u	0%	-1%	i	-2%	5%	1%	-3%
Cc1cccc(N2CCN(C(=O)c3cc4n(n3)C(C(F)(F)F)CC(c3ccco3)N4)CC2)c1C (centres undefined)	-6%	-1%	u	-3%	u	0%	-9%	-10%
Oc1cccc(C=NCc2ccccc2)c1	x	-1%	0%	-13%	-5%	-9%	2%	4%
CN1[C@@H](CC(=O)c2ccccc2)CCC[C@H]1C[C@H](O)c1ccccc1	2%	-3%&-2%&-1%&1%&0%	3%&-2%&-6%&-4%&-2%	-17%&-6%&-2%	4%&-8%&-7%&-6%&-5%	4%&1%&5%	5%&2%&3%&-8%&1%	-11%&9%&-17%&-8%&9%
COc1cccc(/C=C/c2onc(C)c2S(=O)(=O)N2CCC(C(=O)N3CCC(C)CC3)CC2)c1	x	-1%	5%	x	-15%	x	-1%	x
N#CC(C#N)=c1ccc2c(c1)NC1(CCCCC1)N=2	28µM*	45µM*[fluorescent]	25µM*	-10%	14µM*	-8%	u	156%[activator]
CCOC(=O)CNC(=O)c1nn(-c2cccc(OC)c2)c(=O)c2ccccc12	x	3%	2%	4%	4%	-2%	3%	5%
COc1cc(/C=N/Nc2ccc(S(N)(=O)=O)cc2[N+](=O)[O-])cc(OC)c1O	-23%	-12%	8%	-9%	1.8µM*	-2%	0%	8%
COc1cccc(CNC(=O)CN2C(=O)CCCc3ccccc32)c1OC	x	20µM*[quencher]	1%	x	-7%	x	-9%	x
CCOC(=O)c1nn(-c2ccccc2C)c(=O)c(C#N)c1C	x	0%	0%	-3%	u	-12%	8%	8%
Cn1nccc1NC(=O)NC(=O)c1c(Cl)cccc1Cl	x	1%	12%	-1%	x	3%	2%	6%
COc1cc2c(cc1OC)C[N+](C)(C)CC2	9%	0%	9%	-16%	13%	u	-9%	-25%
O=C(NCc1cccnc1)c1ccc(N2CCOCC2)c([N+](=O)[O-])c1	-9%	5%	0%	-1%	u	-1%	3%	-6%
NNC(=O)c1ccc(OCC2CC(c3ccc(Cl)cc3)=NO2)cc1 (centres undefined)	x	-3%	-9%	-4%	x	29%	-7%	-1%
N#Cc1cccc(C#N)c1Oc1ccc(S(=O)(=O)Nc2ccc(Cl)cc2)cc1	9%	-1%	u	i	1%	-11%	-4%	-6%
COc1ccc(-n2nc3ccc(NC(=O)c4cccc(OCCC(C)C)c4)cc3n2)cc1	x	5%	u	x	u	x	-11%	x
COc1ccc(OC)c(NC(=O)c2c(NCc3ccc(OC)c(OC)c3)sc3c2CCC(C)C3)c1 (centres undefined)	x	-4%	0%	x	u	x	3%	x
Cc1cc(C)cc(NC(=O)c2cc(S(=O)(=O)N3CCCCCC3)cn2C)c1	x	-1%	-6%	x	-3%	x	3%	x
CO[C@H]1COC(=O)CCC[C@H](C)[C@H](OC)COC(=O)C/C=C\[C@@H]1C	x	2%[11.2 µM]	4%[11.6 µM]	i[11.5 µM]	-9%[11.5 µM]	x	7%[11.2 µM]	x
CC(C)(C)c1ccc(C(=O)NNC(=O)C(=O)N2CCCCC2)cc1	4%	0%	-2%	1%	-2%	8%	-2%	11%
CCOC(=O)N1CCN(C(=O)c2cn(CC)c3ccc(S(=O)(=O)N4CCC(C)CC4)cc3c2=O)CC1	x	-2%	-3%	-16%	-6%	4%	0%	-12%
CCN(C(=O)CN1CCN(c2ccccc2)CC1)c1c(N)n(Cc2ccccc2)c(=O)[nH]c1=O	-6%	1%	-2%	-15%	-6%	-1%	-8%	-4%
CC1(c2ccccc2)CC(C)(C)N2C(=O)C(=O)c3cccc1c32 (centres undefined)	-7%	-1%	-3%	-8%	u	-5%	-6%	12%
O=C(Cc1ccc(Cl)cc1)c1c(O)cc(O)cc1O	x	-3%	-13%	i	u	-9%	2%	-1%
CCCN(CCC)S(=O)(=O)c1ccc(C(=O)OCCN2C(=O)c3cccc4c(N5CCOCC5)ccc(c34)C2=O)cc1	35%[activator]	-2%	0%	0%	u	3%	3%	21%
CCOc1ccc(-c2cc(C(=O)NCCCOC)c3c(-c4ccc(CC)cc4)[nH]nc3n2)cc1	x	0%	-10%	x	4%	x	1%	x
CC1S/C(=C(\C#N)C(=O)NCc2ccco2)N(Cc2ccco2)C1=O (centres undefined)	-5%	1%	-5%	-7%	u	-4%	3%	-9%
CCOC(=O)C1CCN(c2cc(=O)n(C3CCCCC3)c(=O)[nH]2)CC1	1%	-1%	5%	i	-3%	1%	-2%	4%
O=C(CSc1cn(CC(=O)N2CCCCC2)c2ccccc12)NCC1CCCO1 (centres undefined)	u	1%	-7%	-5%	-10%	4%	3%	7%

Exported with values under each structure: entries from further up.
Values in the order: L3MBTL1 inh	TR SRC2 fluor cs	Tau fibril FP	RECQ1 helicase	Tau fibril ThT	KDM4E inh	TRb-SRC2 inh	RGS12 GoLoco inh
> CCOc1ccc(-c2cc(C(=O)NCCCOC)c3c(-c4ccc(CC)cc4)[nH]nc3n2)cc1
→ x	0%	-10%	x	4%	x	1%	x
> CC1S/C(=C(\C#N)C(=O)NCc2ccco2)N(Cc2ccco2)C1=O (centres undefined)
→ -5%	1%	-5%	-7%	u	-4%	3%	-9%

Grouped by structure: those above with an aryl methoxy group.
SMILES	L3MBTL1 inh	TR SRC2 fluor cs	Tau fibril FP	RECQ1 helicase	Tau fibril ThT	KDM4E inh	TRb-SRC2 inh	RGS12 GoLoco inh
COc1cccc(/C=C/c2onc(C)c2S(=O)(=O)N2CCC(C(=O)N3CCC(C)CC3)CC2)c1	x	-1%	5%	x	-15%	x	-1%	x
CCOC(=O)CNC(=O)c1nn(-c2cccc(OC)c2)c(=O)c2ccccc12	x	3%	2%	4%	4%	-2%	3%	5%
COc1cc(/C=N/Nc2ccc(S(N)(=O)=O)cc2[N+](=O)[O-])cc(OC)c1O	-23%	-12%	8%	-9%	1.8µM*	-2%	0%	8%
COc1cccc(CNC(=O)CN2C(=O)CCCc3ccccc32)c1OC	x	20µM*[quencher]	1%	x	-7%	x	-9%	x
COc1cc2c(cc1OC)C[N+](C)(C)CC2	9%	0%	9%	-16%	13%	u	-9%	-25%
COc1ccc(-n2nc3ccc(NC(=O)c4cccc(OCCC(C)C)c4)cc3n2)cc1	x	5%	u	x	u	x	-11%	x
COc1ccc(OC)c(NC(=O)c2c(NCc3ccc(OC)c(OC)c3)sc3c2CCC(C)C3)c1 (centres undefined)	x	-4%	0%	x	u	x	3%	x

Source: PubChem BioAssay (National Center for Advancing Translational Sciences (NCATS))

This is a subset. The share of hits here may be higher or lower than overall.
